# OX1R FRET antag: antagonists of human orexin 1 receptor (OX1R); OX1R-expressing cells, FRET antagonist read-out; inhibition, % at 6.6 µM; 1.8% of 330,000 active; AID 485270; in the data active = inhibition mostly above about 38%, no sharp cut-off; inactive = mostly below about 40%;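 note: 0% = agonist challenge alone and 100% = reference antagonist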
# Target sequence (O43613 whole entry, looked up): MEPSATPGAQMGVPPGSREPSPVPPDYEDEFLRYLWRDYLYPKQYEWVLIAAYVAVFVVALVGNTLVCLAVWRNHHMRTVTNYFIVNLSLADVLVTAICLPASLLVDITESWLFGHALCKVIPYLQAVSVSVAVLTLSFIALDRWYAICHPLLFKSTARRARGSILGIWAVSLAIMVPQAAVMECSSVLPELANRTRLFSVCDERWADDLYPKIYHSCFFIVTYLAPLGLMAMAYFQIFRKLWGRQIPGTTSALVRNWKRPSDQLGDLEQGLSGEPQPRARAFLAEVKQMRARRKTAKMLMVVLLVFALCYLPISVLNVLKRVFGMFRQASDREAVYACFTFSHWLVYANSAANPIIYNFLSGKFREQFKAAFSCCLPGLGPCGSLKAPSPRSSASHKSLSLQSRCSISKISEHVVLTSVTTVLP
# STK33 kinase inh: human STK33 kinase inhibition; Q9BYT3; purified STK33, MBP phosphorylation, ADP-Glo luminescence; inhibition, % at 10 µM; 0.073% of 320,000 active; AID 2661;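 active = inhibition at or above 25%, using the most active replicate where run in duplicate; inactive = inhibition below 25%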
# Target sequence (Q9BYT3 whole entry, looked up): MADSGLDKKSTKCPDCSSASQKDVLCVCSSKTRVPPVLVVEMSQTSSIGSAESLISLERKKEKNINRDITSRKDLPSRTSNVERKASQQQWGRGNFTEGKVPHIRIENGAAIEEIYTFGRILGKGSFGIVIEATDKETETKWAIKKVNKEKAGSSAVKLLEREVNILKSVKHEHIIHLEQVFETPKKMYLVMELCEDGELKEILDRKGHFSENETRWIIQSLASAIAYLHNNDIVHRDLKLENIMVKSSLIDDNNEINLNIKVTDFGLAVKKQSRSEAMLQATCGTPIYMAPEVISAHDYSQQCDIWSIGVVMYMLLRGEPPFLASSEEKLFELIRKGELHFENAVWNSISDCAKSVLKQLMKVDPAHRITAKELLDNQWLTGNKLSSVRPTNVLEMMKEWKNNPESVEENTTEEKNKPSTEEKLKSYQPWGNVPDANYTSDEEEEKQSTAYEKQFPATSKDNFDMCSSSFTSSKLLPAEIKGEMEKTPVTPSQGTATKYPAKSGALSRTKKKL
# The depositor's hits bear a star; x = no result given.
No.	Structure	OX1R FRET antag	STK33 kinase inh
1	CCCc1[nH]n(-c2nc3ccccc3s2)c(=O)c1C=NCCN1CCOCC1	9.9	0.5
2	O=C1CN(C(=O)COC(=O)C2CC(=O)N(Cc3ccco3)C2)c2ccccc2N1 (stereo unspecified)	6.1	-0.2
3	NC(=NCCc1ccc(Cl)cc1)NS(=O)(=O)c1ccc(F)cc1	3.6	-0.3
4	COc1cc(CNn2cn[nH]c2=S)cc(Br)c1OCc1ccccc1F	48.9	-1.3
5	COc1ccccc1C(=O)Nc1nnc(CCc2ccccc2)s1	3.1	0.3
6	COc1ccc(/C=N/NC(=O)c2cccnc2)cc1CN1CCOCC1	5.7	-0.8
7	CC1(C)CC(N2CCN(c3ccccc3)CC2)=CC(=[N+]2CCCC2)C1	7.5	1.6
8	Cc1c(CCO)c(=O)[nH]n1C(=O)c1c(F)cccc1F	15.4	-3.4
9	O=C(c1cnn2c(C(F)F)cc(-c3ccccc3)nc12)N1CCSCC1	14.2	0.0
10	CCN(CC(=O)Nc1c(F)cccc1F)C(=O)c1ccc(C(F)(F)F)cc1	8.8	-0.8
11	Cc1cc(N2CCN(C(=O)c3ccco3)CC2)c2ccccc2n1	14.6	-1.6
12	c1ccc(-c2ccccc2-c2nc(-c3cccnc3)no2)cc1	36.1	-0.4
13	Cc1cc(C)cc(N(C(=O)CNC(=O)c2ccco2)C(C(=O)NC2CCCCC2)c2ccncc2)c1 (stereo unspecified)	19.5	-1.4
14	O=C(C[C@@H]1C/C=C\C[C@H](NC(=O)OCC2c3ccccc3-c3ccccc32)C(=O)OC[C@@H]2CCCN2C1=O)N[C@@H](CO)Cc1ccccc1	-0.1	0.5
15	N#CCC(=O)N/N=C/c1ccc(Sc2nc3ccccc3s2)o1	9.2	-1.2
16	COc1cccc(CN2CCCC(C(=O)N3CCCCC3)C2)c1 (stereo unspecified)	20.4	-1.0
17	CC(Oc1ccc(Cl)cc1)C(=O)Nc1sccc1C(N)=O (stereo unspecified)	30.2	-0.3
18	O=C(COC(=O)CNC(=O)C1CCCCC1)Nc1ccc(Cl)cc1F	5.3	-2.5
19	CN1CCN(C(=O)C(N)Cc2ccccc2)CC1 (stereo unspecified)	11.9	-1.9
20	CCOc1ccc(N(CC(=O)Nc2c(C)cccc2C)S(=O)(=O)c2c(C)[nH]c(=O)[nH]c2=O)cc1	3.2	0.7
21	O=C(Cn1ccsc1=NC(=O)C(F)(F)F)c1ccccc1	19.2	0.5
22	CCOC(=O)c1ccccc1Nc1cc(C)nc2nc(C)nn12	8.3	-0.4
23	Cc1nc(-c2ccc(S(=O)(=O)N3CCCCCC3)cc2)cs1	10.0	1.3
24	CCc1nc(NC(=O)Cc2csc(C)n2)sc1C(=O)OC	15.1	1.8
25	Cc1ccc2oc(=O)cc(CN3CCC(C)CC3)c2c1	1.5	-0.4
26	CCOC(=O)CN(C(=O)COc1nc(-c2ccccc2)cc(C)c1C#N)c1ccc(C)cc1	24.6	-1.2
27	O=C(Nc1ccc2sccc2c1)c1cccc(N2C(=O)CCC2=O)c1	-29.8	0.4
28	Cc1ccc(C(=O)c2cccc(N)c2)cc1C	16.9	-0.8
29	O=C(Nc1nncs1)C1COc2ccccc2O1 (stereo unspecified)	3.9	-0.9
30	COc1ccccc1N1CCN(/N=C/c2ccc(C(=O)O)cc2)CC1	5.3	-1.1
31	CC(=O)Nc1ccc(C2Nc3ccccc3C(=O)N2C2CCCCC2)cc1 (stereo unspecified)	6.9	-0.5
32	CCC1CCC(C(=O)NC(C(=O)Nc2ccc3c(c2)OCCO3)C(C)C)CC1 (stereo unspecified)	15.7	-0.5
33	Cc1ccc(S(=O)(=O)N2CCN(C(=O)N3CCOCC3)C2C)cc1 (stereo unspecified)	8.6	-2.7
34	COC(=O)C1=C(C)N(CCC2=CCCCC2)C(=O)C1	15.9	-1.2
35	Cc1cc(C)n(CC(C)Nc2nc3nonc3nc2N2CCCCC2)n1 (stereo unspecified)	38.2	-1.1
36	O=C(CSc1nnc(-c2ccco2)n1Cc1ccccc1)NC(=O)NCc1ccccc1	11.2	-1.7
37	CN(C)S(=O)(=O)c1ccc(C(=O)NCc2nnc(SCC(=O)c3ccccc3)o2)cc1	-6.0	-0.2
38	Clc1ccc(OCc2nn3c(-c4ccccc4)nnc3s2)c(Cl)c1	12.9	-1.9
39	Cc1cc(S(=O)(=O)N2CCCC2)ccc1OCC(=O)NC1CCCC1	22.1	0.3
40	O=C(c1ccco1)N1CCN=C1SCc1ccccc1F	7.9	-1.8
41	O=C(NCC1CCCO1)c1cc2n(n1)C(C(F)(F)F)CC(c1ccc(F)cc1)N2 (stereo unspecified)	-0.6	-0.2
42	Cc1ccc(N2CCN(CC(O)COc3cccc4ccccc34)CC2)cc1 (stereo unspecified)	-4.2	0.7
43	CCC(=O)Nc1nnc(SCCOC)s1	21.7	-1.9
44	CCOC(=O)C1CCCN(S(=O)(=O)c2cc3c4c(c2)CCN4C(=O)CC3)C1 (stereo unspecified)	19.2	0.5
45	C=CCn1c(CC(C)(C)C)nc2ccccc21	15.2	-1.1
46	COc1cccc(CN2CC(C(=O)NCCCCc3ccccn3)CCC2=O)c1 (stereo unspecified)	x	-2.8
47	N#C/C(=C\C=C\c1ccccc1)c1nc(-c2ccc3c(c2)OCO3)cs1	23.5	0.4
48	Cn1nccc1C(=O)Nc1sc2c(c1C(N)=O)CCCC2	5.1	0.8
49	CN(CCC1CCOCC1)C(=O)CC1C(=O)NCCN1Cc1c(F)cccc1Cl (stereo unspecified)	34.2	-0.4
50	CN(Cc1ccccc1)S(=O)(=O)c1cccc(C(=O)O)c1	10.3	-1.4

# Continued:
No.	Structure	OX1R FRET antag	STK33 kinase inh
51	O=C(CSc1ncn[nH]1)NCc1ccc(Cl)cc1	11.0	-0.4
52	COc1cc(C(=S)N2CCOCC2)cc(OC)c1OC(=O)c1ccc([N+](=O)[O-])cc1[N+](=O)[O-]	112.5*	0.4
53	COCCNC(=O)CN(C)S(=O)(=O)c1ccc2c(c1)OCCO2	12.4	-1.3
54	COc1ccc(Cn2c(=O)[nH]c3cc(C(=O)Nc4ccccc4C)ccc32)cc1	31.5	-0.5
55	Cc1ccccc1OCC(=O)NC(C)c1ccccc1 (stereo unspecified)	x	-1.1
56	Cc1c(/C(O)=C2/C(=O)C(=O)N(CCN3CCOCC3)C2c2ccccn2)cnn1-c1ccccc1 (stereo unspecified)	46.0	-1.6
57	Cc1cc(C)c2oc(C(=O)N3CCN(C)CC3)cc(=O)c2c1	-12.7	-0.6
58	O=C1c2ccccc2S(=O)(=O)N1Cc1c(F)cccc1Cl	33.7	-1.2
59	CN(C)N=Nc1ccc(S(=O)(=O)N2CCSC2C(=O)O)cc1 (stereo unspecified)	10.3	-1.4
60	COc1ccc(Nc2sc(C(=O)Nc3cccc(Cl)c3)c(N)c2C(=O)Nc2ccccc2OC)cc1	-0.1	-1.7
61	COc1ccc(/C=C2/SC(=S)NC2=O)cc1OCc1ccccc1	24.1	-2.7
62	Cc1[nH]c2ccccc2c1-c1csc(NC(=O)CSCCO)n1	4.9	0.4
63	CC1CCCN(Cc2cnc(Cl)s2)C1 (stereo unspecified)	-5.0	-0.5
64	COC(=O)C(O)(CC(=O)Nc1ccc(C)c(F)c1)C(F)(F)F (stereo unspecified)	1.2	-2.0
65	CCN(Cc1ccccc1)C(=O)C(C)OC(=O)c1cc(S(=O)(=O)Nc2c(C)n(C)n(-c3ccccc3)c2=O)ccc1C (stereo unspecified)	22.8	-1.9
66	COc1ccccc1N(CC(=O)NCCSCc1ccccc1)S(C)(=O)=O	-4.6	0.6
67	Cc1cc(NC(=O)C(C)Sc2nc(-c3ccccc3)cc(=O)[nH]2)no1 (stereo unspecified)	6.2	-0.3
68	O=C(c1ccc(F)c(F)c1)N1CCCc2ccccc21	8.4	-3.2
69	COc1ccc(CNC(=O)C/C(C)=N/NC(=O)c2cnccn2)cc1	14.3	x
70	CCC(C)NC(=O)CSc1ccc(S(=O)(=O)N2CCN(Cc3ccccc3)CC2)cn1 (stereo unspecified)	19.7	-0.7
71	O=C1C2CC=C(Cl)CC2C(=O)N1CCC[n+]1cccc2ccccc21 (stereo unspecified)	20.4	x
72	O=C(CCc1ccccc1)N1CCN(c2ccc([N+](=O)[O-])cc2)CC1	24.0	-2.1
73	COc1ccccc1C1CCN(C(=S)Nc2ccc(Br)cc2)CC1	6.6	-1.1
74	CCOC(=O)c1cn[nH]c1NC(=S)Nc1ccc(Cl)cc1	11.3	-2.1
75	Cc1ccc(C(=O)OCc2ccc3c(c2)OCO3)cc1S(=O)(=O)N1CCCCC1	7.8	-0.8

# Some of the entries so far, with two lines to a compound.
# The line under a structure holds: OX1R FRET antag	STK33 kinase inh
(61) COc1ccc(/C=C2/SC(=S)NC2=O)cc1OCc1ccccc1
 : 24.1	-2.7
(62) Cc1[nH]c2ccccc2c1-c1csc(NC(=O)CSCCO)n1
 : 4.9	0.4
(63) CC1CCCN(Cc2cnc(Cl)s2)C1 (stereo unspecified)
 : -5.0	-0.5
(64) COC(=O)C(O)(CC(=O)Nc1ccc(C)c(F)c1)C(F)(F)F (stereo unspecified)
 : 1.2	-2.0
(65) CCN(Cc1ccccc1)C(=O)C(C)OC(=O)c1cc(S(=O)(=O)Nc2c(C)n(C)n(-c3ccccc3)c2=O)ccc1C (stereo unspecified)
 : 22.8	-1.9
(66) COc1ccccc1N(CC(=O)NCCSCc1ccccc1)S(C)(=O)=O
 : -4.6	0.6
(67) Cc1cc(NC(=O)C(C)Sc2nc(-c3ccccc3)cc(=O)[nH]2)no1 (stereo unspecified)
 : 6.2	-0.3

# More entries:
No.	Structure	OX1R FRET antag	STK33 kinase inh
76	CCS(=O)(=O)c1nc(S(=O)(=O)c2ccc(Cl)cc2)c(N2CCN(CCO)CC2)s1	14.2	-1.6
77	C/C(CC(=O)NCc1ccco1)=N\NC(=O)Cc1ccc(Cl)cc1	27.2	0.3
78	COc1ccccc1/C=C1\SC(=S)N(N2C(=O)CCCC2=O)C1=O	13.8	0.0
79	Cc1ccc(CC2CC(=O)N(c3cc(C)ccc3C)C2=O)cc1 (stereo unspecified)	22.5	-0.9
80	OCCNCc1c(OCc2ccc(Cl)cc2)ccc2ccccc12	3.1	-2.2
81	COc1cccc(-c2cc(C(=O)N3N=C(C)CC3(O)C(F)F)c3ccccc3n2)c1 (stereo unspecified)	31.3	-0.1
82	O=C(Nc1ccccc1C(=O)NCc1ccco1)NC1CCCCC1	9.1	-0.9
83	COc1ccc(/C=C(\NC(=O)c2ccccc2)C(=O)OC[C@@H]2CCC[N+]3(C)CCCCC23)cc1OC (stereo partly specified)	16.3	x
84	O=C(CCc1ccccc1)NNC(=O)Cc1ccccc1	4.6	0.2
85	O=C1CC(C(=O)Nc2ccc(C(=O)O)cc2)C(c2ccccc2)O1 (stereo unspecified)	-4.8	-0.5
86	CC1(c2ccc(Cl)c(Cl)c2)NC(=S)N2C1NC(=S)N2c1ccccc1 (stereo unspecified)	47.0	0.1
87	O=C(Nc1cccc(Cl)c1)Nc1ccc2c(c1)OCO2	69.1	-0.7
88	Cc1noc(C)c1C(=O)Nc1nc(-c2cccs2)cs1	15.0	-0.8
89	CCOC(=O)C1CCN(C(=O)Cn2cnc3sc(C)c(S(=O)(=O)N4CCC(C)CC4)c3c2=O)CC1	20.3	0.3
90	Cc1cc(-c2ccccc2)nc(N(C)NC(=O)c2ccc(Cl)cc2)c1S(C)(=O)=O	15.5	-0.7
91	CCn1ncc(/C=C/C(=O)c2ccccc2)c1C	9.4	7.2
92	CC(C)S(=O)(=O)C1=NSC2=NC(=O)/C(=C\c3ccc(OC(=O)c4ccco4)cc3)C(=N)N21	13.7	3.3
93	O=C(CSc1nnc(-c2ccc(F)cc2)n1-c1ccccc1)NCCN1C(=O)CSC1=O	11.1	-1.7
94	CC1C(=O)NN=C1C(=O)N/N=C/c1ccco1 (stereo unspecified)	21.0	-0.9
95	COc1cccc(NC(=O)COC(=O)c2c(C)noc2C)c1	6.5	-1.8
96	Nc1ccc2nc(-c3ccccc3)[nH]c2c1	10.6	0.8
97	O=C(COC(=O)CCc1nc2ccccc2s1)Nc1ccc(S(=O)(=O)N2CCOCC2)cc1	16.6	-2.9
98	O=C1C(Cl)=C(N2CCOCC2)C(=O)N1c1ccc(Br)cc1	6.9	0.3
99	COc1ccc(CCC(=O)OCC(=O)Nc2sccc2C#N)cc1	4.2	-2.0
100	Cc1cc(N2CCCC(C(=O)Nc3ccc4c(c3)CCC4)C2)n2ncnc2n1 (stereo unspecified)	12.7	-0.7

# 2 of the compounds above, in transposed form.
80. OCCNCc1c(OCc2ccc(Cl)cc2)ccc2ccccc12
81. COc1cccc(-c2cc(C(=O)N3N=C(C)CC3(O)C(F)F)c3ccccc3n2)c1 (stereo unspecified)

Compound | 80 | 81
OX1R FRET antag | 3.1 | 31.3
STK33 kinase inh | -2.2 | -0.1

# (further entries)
No.	Structure	OX1R FRET antag	STK33 kinase inh
101	CC(=C/c1ccc(C(C)C)cc1)/C=N/NC(=O)Cn1nc(C)cc1C	15.9	-1.2
102	Cn1c(-c2ccccn2)[n+](C)c2ccccc21	5.0	-1.0
103	Cc1ccc(-c2nnc(Nc3ccc4c(c3)OCO4)c3ccccc23)cc1S(=O)(=O)NCCO	20.0	-1.0
104	CCOc1c(Br)cc(/C=C(\C#N)C(=O)NC2CC2)cc1OC	16.9	7.7
105	Cc1ccc(-c2cn3c(=O)cc(C)[nH]c3n2)cc1	1.8	-0.6
106	Cc1ccc(C)c(N2CC(C(=O)Nc3nccs3)CC2=O)c1 (stereo unspecified)	44.7	0.4
107	Cn1c(SCc2cccc(F)c2)nnc1-c1ccccn1	11.2	-0.9
108	O=S(=O)(NCC(c1cccs1)N1CCc2ccccc2C1)c1ccccc1 (stereo unspecified)	14.0	-0.8
109	Cc1ccc(C(=O)C2(C)C3c4cc(Br)ccc4OC(=O)C32C(=O)c2ccco2)cc1 (stereo unspecified)	13.3	-0.8
110	Cc1ccc(S(=O)(=O)Nc2cc(C)c(O)c(S(=O)(=O)c3ccc(C)cc3)c2)cc1	7.1	-0.2
111	O=[N+]([O-])c1cc(S(=O)(=O)CCCN2CCOCC2)ccc1F	6.7	0.5
112	O=c1[nH]c(C2CCN(S(=O)(=O)c3ccccc3F)CC2)nc2c1nnn2Cc1ccc2c(c1)OCCO2	42.2	0.7

# Compound activity: PubChem, several laboratories
